Screening data from PubChem.
MKP-3 inhibition – MKP-3 phosphatase inhibitors, primary screen, biochemical, rat enzyme, in vitro (AID 425); inhibition, % at 20 µM, or IC50 in µM where a hit was titrated; recombinant MKP-3 phosphatase activity, fluorescence; higher % means a stronger effect; actives 0.17% (n = 110,000); in the data active = inhibition above about 50%;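 note: plate controls were vehicle for no effect and reference inhibitor for full effect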
Hsp70 inhibitors – Hsp70 inhibitors, probe displacement, primary screen, biochemical, fluorescence polarization (AID 583); displacement, % at 20 µM; hits with a dose series show IC50 in µM; actives 0.06% (n = 140,000); Hsp70 fluorescence polarization probe displacement, mP; higher % means a stronger effect; Heat shock 70 kDa protein 1A (Homo sapiens); in the data active = displacement above about 50%;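 note: plate controls were vehicle for no effect and reference ligand for full effect; a part of the inactive calls stands beside numbers as strong as those of hits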
* = called active by the depositor; x = no result given; & = joins results of further samples. This is a subset; the hit share may differ from the screen's.

Hsp70 inhibitors	MKP-3 inhibition	smiles
1.2%	x	CN1CCN(c2ccc(S(=O)(=O)N3CCCCC3)cn2)CC1
-0.9%	0%	CC(C)C1=C2CCCCC2NC(=O)N1 (configuration not stated)
-2.7%	-3%	O=c1/c(=C/C=C/c2ccccc2Cl)sc2nc3ccccc3n12
3.4%	-3%	Fc1cccc(-c2cc3nc4c(c(N5CCOCC5)n3n2)CCCC4)c1
-4.0%	3%	O=C(c1sc2ccccc2c1Cl)N1CCN(C/C=C/c2ccccc2)CC1
-9.9%	2%	CC(C)C(=O)Nc1nnn(C)n1
4.1%	0%	O=C1CC(N2CCC(Cc3ccccc3)CC2)C(=O)N1c1cccc(Cl)c1 (configuration not stated)
2.0%	0%	CCCCNC(=O)c1cc2nc(-c3ccc(OCC)cc3)cc(C)n2n1
-1.2%	x	COc1cc(-c2nc3cnccn3c2Nc2c(C)cccc2C)ccc1O
2.2%	-6%	Cc1onc(-c2ccccc2)c1C(=O)NCc1ccco1
7.2%	-2%	CN1CCN(C(=O)c2cc3c(ccc4ccccc43)oc2=O)CC1
-2.1%	-14%	O=C(Cc1c(F)cccc1Cl)NCC1CCCO1 (configuration not stated)
2.6%	6%	CCOc1ccc2c(c1)sc1nc(C(=O)OC)cc(=O)n12
3.5%	2%	O=C(Nc1cccc(C(F)(F)F)c1)c1ccc(I)cc1
7.8%	6%	COc1ccc2nc(NC(=O)c3cnccn3)sc2c1
0.2%	2%	O=C1/C(=C/C(Cl)=C/c2ccc([N+](=O)[O-])cc2)SC(=S)N1c1ccc(O)cc1
-7.3%	7%	Nc1ncc(Cc2ccc(F)cc2)s1
0.9%	-3%	CN1C(=O)N(C)C2(c3ccccc3)NC(=O)NC12c1ccccc1 (configuration not stated)
-6.2%	3%	O=C(Cn1nnc(-c2ccc(S(=O)(=O)N3CCCC3)cc2)n1)Nc1ccccc1-n1cccc1
2.9%	-18%	O=C(c1ccco1)N1CCN(CC2CC3C=CC2C3)CC1 (configuration not stated)

(further entries)
Hsp70 inhibitors	MKP-3 inhibition	smiles
-6.0%	-2%	O=C(c1ccccc1Cl)N1CCN(c2ccc(Cl)cc2)CC1
8.3%	2%	CC(C)c1cc(C(=O)NCc2ccco2)no1
-4.0%&-3.1%	0%	COc1ccc(C2NC(=O)NC(C)=C2C(C)=O)cc1 (configuration not stated)
5.8%	-4%	O=C(Nc1cnc2ccccn2c1=O)c1ccc(F)cc1
1.0%	-7%	Cc1ccccc1-c1nc(CS(=O)(=O)CC(=O)N(C)C2CCCCC2)c(C)o1
-1.3%	-1%	COc1ccc(/C=N/Nc2nnc3c(n2)[nH]c2ccc(C)cc23)cc1OC
3.0%	-9%	CCOC(=O)C(CC)Sc1ncnc2nc[nH]c12 (configuration not stated)
-1.9%	-7%	Cc1ccc(S(=O)(=O)Cn2nnnc2C(c2ccccn2)N2CCN(c3ccccc3)CC2)cc1 (configuration not stated)
-3.1%	-13%	CC(=O)N1CCC(=O)N(C(C)C)c2ccccc21
-115%	2%	COC(=O)C1=C(O)/C(=C/c2ccc(N(C)C)cc2)N=C1C
7.8%	-19%	CCCOc1ccc(C(=O)N2CCN(c3ccc(NC(=O)CC)cc3Cl)CC2)cc1
-5.6%	-9%	O=C(O)CCSCc1ccccc1F
-6.5%	0%	Cc1ccc(N2C(=O)c3oc4ccccc4c(=O)c3C2c2cccnc2)nc1 (configuration not stated)
1.6%	-9%	CN(C)S(=O)(=O)c1cccc(C(=O)OCC(=O)N2c3ccccc3NC(=O)C2(C)C)c1
-1.4%	-5%	CCCC(=O)Nc1ccc2oc(-c3ccc(OC)c(Br)c3)nc2c1
3.2%	1%	COc1ccc(-c2nc(-c3cc(OC)c(O)c(OC)c3)[nH]c2-c2ccc(OC)cc2)cc1
5.5%	-5%	O=C(Nc1ccc(F)cc1)c1oc2ccccc2c1NC(=O)C1CCCC1
-3.9%	3%	COc1ccc(-c2noc(-c3cccc([N+](=O)[O-])c3C)n2)cc1
-78%	1%	CN(C)c1ccc(/C=C2\SC(N3CCCC3)=NC2=O)cc1
-1.9%	x	CCCN(CCC)C(=O)c1ccccc1C(=O)N(CCC)CCC

Additional records
Hsp70 inhibitors	MKP-3 inhibition	smiles
4.7%	x	CCOC(=O)N1CCN(C(=O)CN(c2cccc(OC)c2)S(C)(=O)=O)CC1
-6.5%&-3.9%	8%&-4%	COC(=O)C1=C(C)N(C)C(C)=C(C(=O)OC)C1c1ccc(F)c(Br)c1
-5.3%	-5%	CC(=O)Nc1cc(C(=O)N2CCOCC2)ccc1S(=O)(=O)c1ccc(C)cc1
2.1%	2%	COc1cc(OC)cc(C(=O)N2CCN(C(=O)C(c3ccccc3)c3ccccc3)CC2)c1
8.4%	-4%	CC(C)OC(=O)CC(=O)CSc1nc2c(cc1C#N)CCCC2
-2.3%	-4%	CCc1nnc(NC(=O)CSc2nnc(-c3ccccc3OC)n2-c2ccccc2)s1
-5.4%	-6%	O=C(O)COc1ccccc1C1C2C(=O)N(c3ccc(F)cc3)C(=O)C2ON1c1ccccc1 (configuration not stated)
-2.2%	15%	Oc1ccccc1Oc1ncc(Br)c(N2CCOCC2)n1
3.9%	-6%	Cc1nc2c(-c3ccccc3)c(C)nn2c(C)c1CC(=O)O
0.1%	-1%	COc1ccc(CCC(=O)NCCc2cn3c(C)csc3n2)cc1
-1.6%	0%	O=C(Nc1ccc(F)cc1F)c1sc2ccccc2c1Cl
3.3%	-3%	Cc1cccc(C(=O)Nc2ccc(Oc3ccccc3)cc2)c1
-18%	x	N#CC(=C1CCCC1)c1nc(-c2ccc(Cl)cc2)cs1
8.5%	-8%	CCN1CCN(c2ncnc3c2oc2nc(C)c4c(c23)CC(C)(C)OC4)CC1
3.3%	0%	O=C1C(Nc2ccccc2)=CC(Nc2ccccc2)/C1=C\c1ccccc1 (configuration not stated)
-7.0%	5%	CC1(C)CC(=O)N(CC(=O)NCc2ccccc2)c2ccccc2S1(=O)=O
1.2%	-15%	O=C(O)CC1CCC(=C(Cl)Cl)C1 (configuration not stated)
-3.6%	3%	COc1ccc(CN2CCN(C3CCN(Cc4ccccc4)CC3)CC2)cc1
-4.4%	-20%	Cc1cc(S(=O)(=O)N(C)CCc2ccccc2)ccc1-n1cnnn1
x	-11%	Cn1c(SCC(=O)N2CCOCC2)nnc1-c1ccc(NC(=O)c2ccccc2F)cc1

Next part
Hsp70 inhibitors	MKP-3 inhibition	smiles
-4.0%	x	COc1ccc(C=C(C(C)=O)C(C)=O)cc1OC
-3.7%	6%	Cc1cc(=O)n2nc(N3CCC(C(=O)N4CCN(Cc5ccccc5)CC4)CC3)sc2n1
2.9%	-6%	CCOc1cc(-c2ccccc2)nc(N)n1
2.3%&8.9%	1%	CC(O)(C#CCN1CCCCC1)c1ccccc1 (configuration not stated)
-6.1%	3%	O=C(COc1ccc(Cl)cc1Cl)Nc1cc(-c2ccc(F)cc2)[nH]n1
-156%	-1%	O=C1/C(=C\c2cc(Cl)c(O)c(Cl)c2)SC(=S)N1c1ccccc1
-6.1%	2%	CCOc1cc(OCC)cc(C(=O)NCc2ccccc2)c1
-4.5%	1%	CCc1ccc(C(=O)NCC2COc3ccccc3O2)o1 (configuration not stated)
-1.3%	1%	CCOC(=O)Nc1ccccc1N1C(=O)c2ccccc2C1=O
-4.5%	4%	Cc1nc2ccc(N)cc2c(=O)n1Cc1ccc(Cl)cc1
1.6%	-2%	COCn1c(-c2cccc(Br)c2)nc2ccccc21
-2.1%	x	CCOC(=O)NC1(C(F)(F)F)C(=O)N(Cc2ccccc2)C2=C1C(=O)CC(C)(C)C2 (configuration not stated)
3.6%	-6%	COC(=O)c1ccc(OCCN2C3=NCCN3c3ccccc32)cc1
1.4%	2%	CCN(CC)S(=O)(=O)c1ccccc1/C=N\O
2.6%	0%	COCCn1c(=O)[nH]c2cc(C(=O)NCC3CCCO3)ccc2c1=O (configuration not stated)
3.4%	6%	Cc1cc(/C=C2/NC(=O)NC2=O)c(C)n1-c1ccc(Br)cc1
17%	-2%	O=c1c(-c2nc3ccccc3s2)coc2cc(OCc3ccc([N+](=O)[O-])cc3)ccc12
-0.5%	-3%	Cc1onc(-c2c(F)cccc2Cl)c1C(=O)Nc1nnc(C2CC2)s1
-4.7%	3%	Brc1ccc(-c2nc(-c3ccccc3)no2)cc1
3.8%	x	COc1ccc(CNC(=O)CSCc2cnn(-c3ccccc3)c2-n2cccc2)cc1

3 of the entries above in order of their number in MKP-3 inhibition, falling.
Hsp70 inhibitors	MKP-3 inhibition	smiles
-6.1%	2%	CCOc1cc(OCC)cc(C(=O)NCc2ccccc2)c1
-1.3%	1%	CCOC(=O)Nc1ccccc1N1C(=O)c2ccccc2C1=O
2.9%	-6%	CCOc1cc(-c2ccccc2)nc(N)n1

(listing goes on)
Hsp70 inhibitors	MKP-3 inhibition	smiles
-3.3%	1%	COc1cc([N+](=O)[O-])ccc1-c1ccc(/C=C2\C(=O)NN(c3ccccc3)C2=O)o1
-2.6%	6%	O=[N+]([O-])c1ccc(NCCCN2CCOCC2)c(C(F)(F)F)c1
2.9%	-2%	Cc1ccc2nsnc2c1NC(=O)c1ccccc1[N+](=O)[O-]
5.0%	2%	CCCCn1c(=O)c(C(=O)OCC)c(O)c2ccccc21
1.2%	x	COc1ccc(NC(=O)C(NC(=O)CNC(C)=O)c2ccc(C)cc2)cc1 (configuration not stated)
-6.2%	-1%	COc1ccc(NC(=O)C2CC(=O)N(c3cccc(C)c3C)C2)cc1 (configuration not stated)
-2.1%	-1%	COC(=O)c1c(NC(=O)c2ccc([N+](=O)[O-])c(C)c2)sc2c1CCCCCC2
5.0%	-3%	O=[N+]([O-])c1ccc(S(=O)(=O)NCCc2nc3ccccc3[nH]2)cc1
-3.7%	-5%	COC(=O)c1sc(NC(=O)c2ccoc2C)nc1C
2.3%	-12%	CN(C)c1ccc(P(=O)(OCc2ccccc2)C(O)c2cccnc2)cc1 (configuration not stated)
-2.1%	-6%	C=CCn1c(N)c(C(=O)NCC2CCCO2)c2nc3ccccc3nc21 (configuration not stated)
1.7%	-1%	CCOc1c(Cl)cc(/C=C2\C(=O)NC(=O)N(c3cc(C)cc(C)c3)C2=O)cc1OC
-0.3%	-13%	O=C(Cc1cccs1)NCc1cccs1
-0.9%	-6%	OCCN1CCN(c2ncnc3ccc(Br)cc23)CC1
1.3%	0%	COc1ccc(-c2cc(C(=O)NC34CC5CC(CC(C5)C3)C4)c3ccccc3n2)cc1OC
2.7%	-5%	COC(=O)c1ccccc1NC(=O)N1CCN(C/C=C/c2ccccc2)CC1
-5.0%	6%	Cc1ccnc(NC(=O)CSc2nc3ccccc3[nH]2)c1
3.7%	-8%	COc1ccc(C2CC(O)(C(C)(C)O)NO2)cc1 (configuration not stated)
-13%	2%	Cc1ccc(-c2nc(-c3cc4cc([N+](=O)[O-])cc(Br)c4oc3=O)cs2)c(C)c1
1.7%	5%	CC(C)n1c(SCC(=O)Nc2ccccc2N2CCCCC2)nc2c1c(=O)n(C)c(=O)n2C

14 entries already listed, arranged by molar mass, ascending.
Hsp70 inhibitors	MKP-3 inhibition	smiles
-0.3%	-13%	O=C(Cc1cccs1)NCc1cccs1
3.7%	-8%	COc1ccc(C2CC(O)(C(C)(C)O)NO2)cc1 (configuration not stated)
-3.7%	-5%	COC(=O)c1sc(NC(=O)c2ccoc2C)nc1C
-5.0%	6%	Cc1ccnc(NC(=O)CSc2nc3ccccc3[nH]2)c1
2.9%	-2%	Cc1ccc2nsnc2c1NC(=O)c1ccccc1[N+](=O)[O-]
-2.6%	6%	O=[N+]([O-])c1ccc(NCCCN2CCOCC2)c(C(F)(F)F)c1
-0.9%	-6%	OCCN1CCN(c2ncnc3ccc(Br)cc23)CC1
1.2%	x	COc1ccc(NC(=O)C(NC(=O)CNC(C)=O)c2ccc(C)cc2)cc1 (configuration not stated)
2.7%	-5%	COC(=O)c1ccccc1NC(=O)N1CCN(C/C=C/c2ccccc2)CC1
2.3%	-12%	CN(C)c1ccc(P(=O)(OCc2ccccc2)C(O)c2cccnc2)cc1 (configuration not stated)
-2.1%	-1%	COC(=O)c1c(NC(=O)c2ccc([N+](=O)[O-])c(C)c2)sc2c1CCCCCC2
-3.3%	1%	COc1cc([N+](=O)[O-])ccc1-c1ccc(/C=C2\C(=O)NN(c3ccccc3)C2=O)o1
1.3%	0%	COc1ccc(-c2cc(C(=O)NC34CC5CC(CC(C5)C3)C4)c3ccccc3n2)cc1OC
1.7%	5%	CC(C)n1c(SCC(=O)Nc2ccccc2N2CCCCC2)nc2c1c(=O)n(C)c(=O)n2C

(listing goes on)
Hsp70 inhibitors	MKP-3 inhibition	smiles
7.6%	-2%	Cc1cc(C)n(Cc2ccccc2Cl)n1
x	2%	O=C(NCCN1CCN(C(=O)c2ccc([N+](=O)[O-])cc2)CC1)C(=O)Nc1ccc(Cl)cc1
-1.4%	-14%	Cc1cc(NC(=O)CSc2ccc3c(c2)OCCO3)no1
-0.5%	3%	CC1(C)CC(=O)c2cnc(NC(=O)/C=C/c3cccc([N+](=O)[O-])c3)nc2C1
-0.9%	-14%	CCOc1ccc(C2CC(c3ccc(Br)cc3)Nc3nc(N)nn32)cc1 (configuration not stated)
-1.6%	0%	CC(=O)c1ccc(NC(=O)/C=C/c2ccc(C(C)C)cc2)cc1
1.8%	1%	O=S(=O)(c1cccc2cccnc12)N1CCN(C/C=C/c2ccccc2)CC1
-5.5%	3%	COc1cccc(NC(=O)C(=O)NCC(C)C)c1
2.9%	0%	COc1cc(C(=O)Nc2ccc3oc(-c4ccc5ccccc5c4)nc3c2)cc(OC)c1OC
6.2%	x	O=C(COC(=O)CC1CCCC1)Nc1cc2c(cc1Cl)C(=O)c1ccccc1C2=O
0.8%	-4%	Cn1c(N2CCN(C(=O)NCc3ccccc3)CC2)nc2ccccc21
